AI-2 QS mod – modulates the Vibrio harveyi AI-2 quorum sensing system | Vibrio harveyi JMH597 AI-2 luminescence/OD600 ratio, 9 h; active compounds read low; strain lacks LuxN and CqsS sensors; 0 = neutral-control median | AID 2094 | activity change, % at 7.5 µM | 300,000 tested, 0.4% active; in the data active = activity change below about -75%, passing the limit was not always enough; inconclusive = no clear call, values can overlap the other calls;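 also: luminescence divided by OD600 gain over 9 h not by final OD600 alone; inactives centre near 13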
aSyn UTR inh – 5' untranslated region of α-synuclein, MLPCN primary screen; alpha-synuclein 5'UTR reporter, inhibitor activity; AID 1813; 300,000 tested, 0.82% active; inhibition, % (tested at 7.5 µM); in the data active = inhibition above about 60%; inconclusive = no clear call, values can overlap the other calls;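 also: H4 neuroglioblastoma cells stably carrying SNCA 5'UTR luciferase fusion; 0% = DMSO wells and 100% = positive control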
KLF5 inhibitor – inhibitors of KLF5 expression. DLD-1 KLF5 promoter-luciferase reporter, luminescence. inhibition, % at 5 µM. 290,000 tested, 0.23% active;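 active = inhibition above a per-plate limit of that plate's mean compound inhibition plus 3 SD, cut at about 60% in these data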;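 also: 0% = DMSO wells and 100% = LY294002 at 200 µM; higher means less KLF5 promoter-driven luciferase light; inactives centre near -14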
IEC-6 cytotox – counter-screen for KLF5 inhibitors: cytotoxicity in IEC-6 cells; IEC-6 cytotoxicity, luminescence viability; inhibition, % at 5 µM; 290,000 tested, 0.78% active; AID 1825; in the data active = inhibition above about 22%;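 also: 0% = plate median of test compound wells and 100% = cytotoxic reference compound wells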
Platelet DG rel – modulates dense granule release in human platelets; human platelet-rich plasma, SFLLRN dense granule ATP release, luminescence; 300,000 tested, 0.22% active; inhibition, %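 (compounds screened at 7.5 µM in platelet-rich plasma)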;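 active = mean replicate score, as percent of positive control, at or above 50; inconclusive = mean below 50 but at least one replicate at or above 50; inactive = mean and every replicate below 50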
HSP90 refold inh – HSP90 refolding inhibition in rabbit reticulocyte lysate. 290,000 tested, 0.91% active. AID 1789. luciferase refolding luminescence, 3 h. inhibition, % at 5.6 µM;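 active = inhibition above the screen-wide mean plus 3 SD, computed separately per campaign, cut at about 16% in these data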;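 also: 0% = DMSO wells and 100% = 60 µM geldanamycin wells; inhibitors lower the luminescence because luciferase stays unfolded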
SKKanGAS inh – inhibitors of SKKanGAS S. pyogenes growth in kanamycin (SK-promoter or general growth effect); inhibition, % at 7.5 µM; BacTiter-Glo, 6 h; AID 1662; 300,000 tested, 1.3% active;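 active = mean replicate score, as percent of positive control median, at least 50; inconclusive = mean below 50 but one replicate at or above 50; inactive = mean and every replicate below 50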;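 also: strain carries kanamycin resistance gene driven by streptokinase promoter and grows in 40 µg/ml kanamycin; loss of luminescence reflects streptokinase promoter inhibition or plain growth inhibition; 0% = median of DMSO wells and 100% = positive control at its reference dose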
HSF1 activator – increases HSF-1 driven luciferase reporter signal | 300,000 tested, 1.7% active | activation, % at 9 µM | NIH3T3-HGL HSF-1 luciferase reporter, MG132, 8 h; 100% = twice DMSO control signal;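 active = mean replicate activation of at least 50% with a set share of replicates each reaching 50%; inconclusive = only one of those two conditions met; inactive = mean below 50% and too few replicates reaching it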;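 also: 0% = median of the neutral control wells and 100% = twice that signal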
HIF activator – HIF pathway transcriptional activation. U2OS HRE-luciferase reporter, luminescence; normalized: DMSO 0%, desferrioxamine 100%. activation, % at 7.5 µM (by protocol). 300,000 tested, 0.32% active. AID 1910;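 active = mean activation of at least 10% of the iron chelator positive control signal, with at least half of replicates also reaching 10%; inconclusive = mean and replicate majority disagree about reaching 10%; inactive = mean and most replicates under 10%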
HSF1 inh – HSF1 inhibition. NIH3T3-HGL HSE-luciferase, MG132-induced, luminescence 8 h; active compounds read low. activity change, negative = inhibition, % at 7.5 µM (by protocol). 300,000 tested, 0.77% active. AID 2098;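 active = more than half of replicate wells show activity change below -50%, luminescence cut by over half; inconclusive = some wells, but at most half, below -50%; inactive = no replicate well below -50%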;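 also: luciferase reports HSF-1 transcriptional activity via heat shock element; 0% = median of DMSO wells and -100% = zero luminescence signal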
The depositor's hits bear a star; ? = inconclusive; . = not tested or not shown.

SMILES | AI-2 QS mod | aSyn UTR inh | KLF5 inhibitor | IEC-6 cytotox | Platelet DG rel | HSP90 refold inh | SKKanGAS inh | HSF1 activator | HIF activator | HSF1 inh
CCOc1ccccc1NC(=O)CCS(=O)(=O)c1cccs1 | 20.1 | 1.3 | -10.0 | -4.9 | 0.7 | 8.8 | 13.0 | -91.9 | 0.1 | -89.3*
CCC(=O)N1c2ccc(S(=O)(=O)CCC(=O)NC3CCCC3)cc2CC1C (centres undefined) | -4.0 | 11.4 | -26.6 | -5.5 | -3.0 | -4.8 | 2.6 | -6.0 | -0.7 | -1.5
O=C(Nc1nc(-c2ccccn2)cs1)C12CC3CC(CC(O)(C3)C1)C2 | 36.6 | -68.2 | -121.8 | -0.8 | -0.4 | 2.8 | ? | 14.2 | 2.8 | 8.3
Cc1ccc(S(=O)(=O)N(C)CC(=O)O/N=C(\N)c2cccnc2)cc1 | 25.4 | -10.8 | -18.1 | -6.9 | -3.1 | -2.0 | -1.6 | -1.9 | 0.3 | -0.2
CCCCN(C)CCNC(=O)c1cc2c(-c3ccccc3F)nn(C)c2s1 | 17.8 | -6.6 | -1.0 | 11.3 | -0.9 | 0.3 | 4.7 | -71.6 | -1.4 | -63.3*
CCOc1ccc(C(=O)OCC(=O)N2CCCC2)cc1OCC | 24.2 | 6.0 | -34.3 | -5.2 | -0.3 | -2.5 | -14.1 | -9.6 | 0.9 | -3.5
COc1cc(/C=N/NC(=O)c2sc(N)c(C#N)c2C)ccc1O | 15.7 | -2.4 | -36.0 | -2.8 | 31.0 | 2.2 | 9.2 | 27.1 | 0.7 | 8.1
Cc1nc2ccc(-c3nc4cc(N)ccc4o3)cc2[nH]1 | 11.4 | 25.2 | -61.5 | 4.2 | 21.9 | 14.1 | -0.8 | -10.4 | -1.2 | 14.0
COc1ccc(-c2noc(CN3CCOCC3)n2)cc1OC | 19.1 | 10.6 | -23.0 | 5.3 | 9.4 | 4.5 | -4.7 | -3.8 | -0.2 | 1.0
CCOC(=O)c1ccc(NC(=O)Cc2coc3cc4c(cc23)CCC4)cc1 | -7.6 | 8.2 | -25.2 | -8.1 | 2.1 | -2.1 | 7.4 | 5.4 | -0.4 | -0.2
O=C(O)c1cccc(-c2nnn(Cc3ccccc3)n2)c1 | 40.6 | -84.6 | -169.0 | 1.8 | -5.7 | 28.7* | -0.1 | -12.4 | -1.4 | 3.4
O=C(COC(=O)CC(c1ccccc1)c1ccccc1)Nc1c(F)cccc1F | 15.5 | 6.1 | -4.2 | -2.0 | -1.0 | -3.6 | -3.2 | -18.0 | -0.6 | 1.8
Cc1ccc(NCc2nnc(SCC(=O)NNC(=O)Cc3ccccc3)n2C)cc1 | 25.9 | 10.6 | -31.2 | -1.8 | -0.2 | -1.7 | 6.3 | -17.6 | 0.0 | -9.4
O=C(c1ccc(F)cc1Cl)N1CCN(S(=O)(=O)c2cccs2)CC1 | 6.7 | 9.4 | -1.5 | 10.0 | 5.8 | -0.1 | 35.9 | 2.7 | 0.2 | -3.7
CCc1ccc(OCC(=O)NC2CC(C)(C)NC(C)(C)C2)cc1 | 26.4 | 17.4 | -29.7 | -4.6 | -5.7 | 1.2 | -0.9 | 4.6 | 0.0 | -5.5
Cc1ccccc1OCC(O)CN (centres undefined) | 5.2 | 1.3 | 3.0 | -0.2 | 5.3 | 0.3 | 0.0 | -2.5 | -1.7 | -3.2
CCCNC(=O)OCCC12CC3CC(CC(C3)C1)C2 | 8.4 | -92.2 | 1.3 | 5.0 | 9.8 | 1.2 | 9.5 | 17.5 | 2.7 | 8.9
CCSc1ccc2nnc(-c3cccs3)n2n1 | 17.9 | 34.1 | -17.9 | -1.4 | -2.1 | 2.1 | -1.2 | 4.0 | -0.8 | 11.4
COc1cc(C(=O)OC(C)C(=O)NCC2CCCCC2)cc(NC(=O)c2ccco2)c1OC (centres undefined) | -1.6 | 13.6 | -14.9 | -5.3 | -0.8 | 2.5 | -4.6 | 15.1 | 0.0 | -2.7
O=C(N/C(=C/c1ccccc1)C(=O)N1CCCCCC1)c1ccccc1 | 9.9 | -1.6 | 5.0 | -3.4 | -7.7 | 4.2 | 3.3 | 16.5 | -0.2 | 2.3
C=CCNc1oc(-c2ccco2)nc1S(=O)(=O)c1ccccc1 | -6.2 | 15.0 | -17.1 | 7.8 | -10.7 | 7.0 | 23.2 | -10.1 | -0.4 | -2.4
CCN1C(=O)/C(=c2\s/c(=C3\Sc4ccccc4N3C)c(=O)n2C)N(C)C1=S | 19.4 | -31.4 | -28.0 | 1.6 | 1.3 | 1.4 | -0.6 | -15.0 | 2.3 | 1.2
COc1ccc(NC2=CC(c3ccccc3)N(c3ccc(OC)cc3)C2=O)cc1 (centres undefined) | -6.3 | -31.7 | -18.7 | -1.4 | 3.8 | -1.6 | -4.7 | 8.9 | -0.3 | -3.3
COc1cc(O)c(/C=N/NC(=O)c2ccncc2)c(OC)c1[N+](=O)[O-] | 16.5 | -8.1 | -3.1 | 0.9 | 0.5 | -0.5 | 2.2 | 1.6 | -0.7 | 1.9
CC[C@H](C)[C@H](NC(=O)OCc1ccccc1)C(=O)OCC(=O)N(C)CC(=O)Nc1ccccc1Cl | 14.1 | 3.0 | . | . | -7.8 | . | -9.5 | 17.2 | 0.0 | 5.9
COc1cccc(C2NC(=O)NC(O)(C(F)(F)F)C2C(=O)c2cccnc2)c1OC (centres undefined) | -5.4 | -14.9 | -13.0 | 4.9 | 3.7 | 6.3 | 3.7 | -0.2 | 0.0 | 5.3
Cc1cc(C(=O)Nc2ccc(S(=O)(=O)Nc3nccs3)cc2)c(C)o1 | 14.8 | -12.7 | 0.2 | 2.7 | -0.3 | 1.8 | -3.2 | 15.1 | 0.1 | -1.8
CC(=O)C(/C=N/c1ncc(C(F)(F)F)cc1Cl)=C(\C)O | 14.5 | -3.4 | -1.1 | -0.3 | -0.6 | 1.9 | -1.5 | -5.7 | 0.4 | 0.0
Cc1ccc(NC(=O)C2CCN(S(C)(=O)=O)CC2)cc1C | 21.9 | 7.8 | -24.2 | 0.3 | 10.0 | -4.1 | -3.4 | -11.2 | -0.2 | -6.6
O=C(CSc1nc(=O)[nH]c2c1CCCC2)Nc1cc(C(F)(F)F)cc(C(F)(F)F)c1 | 7.5 | 5.7 | . | . | 17.8 | . | -10.5 | -5.0 | 0.1 | -0.2
CC(=O)c1cccc(NC(=O)c2csc3c2CCCCC3)c1 | 7.7 | -66.8 | -48.0 | -2.2 | 5.0 | -0.6 | 13.6 | 13.8 | 0.6 | 8.4
COc1cc(NC(=O)CSc2nnc(Cn3nnc4ccccc43)n2C)cc(OC)c1 | -5.0 | 9.4 | 12.5 | -7.4 | -3.5 | -3.2 | -1.4 | -17.5 | 0.0 | -0.5
CCOc1ccc(OCCSc2nnnn2-c2ccccc2)cc1 | -2.7 | -5.0 | -36.4 | 2.5 | 5.7 | 0.8 | -5.3 | 1.1 | 0.0 | 4.9
Cc1cc(C(F)F)n2nc(C(=O)Nc3cccc(C(F)(F)F)c3)nc2n1 | -1.0 | 1.1 | -0.7 | 7.8 | 5.2 | -2.9 | -3.5 | 80.7* | 0.0 | 50.7
O=C(NC(=S)NNC(=O)c1ccccc1O)c1ccc(F)cc1 | 13.6 | -3.3 | -10.5 | -6.4 | 0.9 | -1.8 | 80.9* | 27.7 | 0.3 | 1.3
O=C(Nc1nc2ccccc2s1)C1CCCO1 (centres undefined) | 44.5 | -131.7 | -152.4 | -3.6 | 2.4 | 2.6 | -5.2 | 20.4 | 1.0 | 17.5
O=C(Nc1cccc(-c2csc(Nc3cccc(C(F)(F)F)c3)n2)c1)c1cc([N+](=O)[O-])cc(C(F)(F)F)c1 | 29.3 | -36.9 | . | . | -4.7 | . | 77.4* | -8.4 | -2.1 | -3.1
Cc1cccc(NC(=O)CCC2CCN(C(=O)c3ccc(C)s3)CC2)c1 | 13.1 | 29.6 | 0.0 | 1.4 | -8.8 | 1.9 | -9.7 | 30.3 | -0.7 | 2.9
CCCCOC(=O)c1ccc(NC(=O)c2ccoc2C)cc1 | 12.0 | -60.2 | -31.0 | -0.2 | 17.9 | -1.8 | 2.6 | 39.4 | 1.2 | 25.3
CCOC(=O)CC/C(=N\NC(N)=O)c1ccc(OC)c(Cl)c1 | 14.1 | 3.5 | . | . | 4.0 | . | 1.4 | 0.8 | -0.5 | -4.2
COc1ccccc1NS(=O)(=O)c1ccc2oc(SCC(C)=O)nc2c1 | 15.8 | -17.8 | -23.8 | -4.8 | 4.3 | -7.2 | -10.2 | 8.4 | 0.1 | -0.9
O=c1[nH]c(Cc2cccc(C(F)(F)F)c2)nc2ccccc12 | -5.5 | 29.7 | -22.8 | -2.7 | -6.1 | 1.6 | 5.6 | 5.5 | -1.0 | 5.9
Cc1ccc(C)c(S(=O)(=O)N/N=C/c2ccc(N3CCOCC3)cc2)c1 | 22.3 | -27.1 | -28.8 | 0.8 | -9.1 | -2.8 | -12.2 | 16.0 | 0.0 | -1.8
O=C(NNC(=O)C1CC(c2cccnc2)=NO1)Nc1cccc(F)c1 (centres undefined) | 2.9 | 7.8 | 3.4 | 4.9 | 0.2 | -1.2 | -1.2 | -2.5 | -0.6 | 5.2
COc1cccc(C(=O)NC2CC(C)(C)Cc3c2cnn3-c2cccc(F)c2)c1OC (centres undefined) | 10.9 | 16.7 | -11.6 | 14.9 | 8.1 | -2.8 | 31.0 | 2.9 | -0.1 | -2.6
CC(C)c1ccc(NC(=O)NC2(C(=O)NCc3cccnc3)CCCCC2)cc1 | . | -12.1 | -1.9 | -9.4 | 4.6 | 1.0 | -4.9 | 7.7 | -4.9 | 1.3
CC1(c2nnc(-c3ccc(Cl)cc3)o2)CC(c2ccc(Cl)cc2)=NO1 (centres undefined) | 26.7 | -0.1 | . | . | -4.4 | . | -3.2 | 8.1 | -0.1 | -1.7
CCC(=O)n1nc(-c2ccc(OC)cc2)nc1SC | 21.2 | -92.4 | -89.6 | -1.6 | 0.9 | -3.8 | -10.2 | 10.9 | 0.2 | 3.3
O=C(COC(=O)CN1C(=O)C2CCCCC2C1=O)Nc1ccc(S(=O)(=O)N2CCOCC2)cc1 (centres undefined) | 7.1 | 9.0 | -26.6 | 2.4 | -1.9 | -0.9 | 16.6 | -7.1 | -0.2 | -2.5
Nc1cc(C(F)(F)F)ccc1NCCc1ccccn1 | 14.5 | -19.3 | -38.5 | -3.8 | -1.2 | 1.6 | -1.6 | 26.3 | -0.4 | 5.9
CCNc1nc(CN2CCOCC2)nc2sc3c(c12)CCC3 | 22.3 | 35.7 | -4.5 | 5.7 | 9.8 | 10.8 | -0.8 | -0.1 | 0.0 | -2.2
Cc1cc2ccccc2c(=O)n1CC(=O)NCC(=O)N(C)Cc1ccccc1 | 18.2 | 13.4 | -8.2 | 0.7 | -6.1 | -0.9 | 1.7 | 21.3 | -0.3 | 3.2
COc1ccc(/C=N/Nc2cc(C)nc(N)n2)cc1 | -1.7 | -54.9 | -23.5 | -3.8 | 30.0 | 1.2 | -3.1 | 10.1 | 2.4 | 10.1

Random draw from the library. About 6% of those tested had a hit in this group.
